3CLpro inhibitor: SARS-CoV 3CLpro protease inhibition. P0C6X7. recombinant SARS-CoV 3CLpro, quenched FRET peptide cleavage. inhibition, % at 6 µM. actives 0.14% (n = 290,000). AID 1706; in the data active = inhibition above about 12%
PfHsp40 yeast: rescue of PfHsp40-mediated yeast toxicity; S. cerevisiae expressing PfHsp40, growth rescue, ATP luminescence; growth rescue, % at 12.5 µM; actives 0.68% (n = 340,000); AID 504582; in the data active = growth rescue above about 28%, passing the limit was not always enough; inconclusive = no clear call, values can overlap the other calls;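 also: yeast W303a lacking pdr1 and pdr3 grown in galactose medium; growth measured after three days at 30 °C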
PriA SSB inh: blocks PriA binding to SSB C-terminal tail | actives 0.6% (n = 430,000) | AlphaScreen SSBct-PriA binding, biotinylated peptide | inhibition, % at 33 µM; in the data active = inhibition mostly above about 37%, no sharp cut-off; inactive = mostly below about 20%;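 also: plate controls were negative control peptide for no effect and reference peptide for full effect; strong numbers were not always called active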
BH1578 lux ind: quorum light induction in luxS cqsA deficient V. cholerae; actives 0.16% (n = 350,000); activation, % at 18.7 µM; V. cholerae BH1578 lux reporter, luminescence, 6 h; in the data active = activation mostly above about 9.7%, no sharp cut-off; inconclusive = no clear call, values can overlap the other calls; inactive = mostly below about 3.7%; also: not every result past the cut was called active; inactives centre near 0; reference of the scale not given here
TcdB GH inh: inhibitors of Clostridioides difficile toxin B glycohydrolase; P18177; TcdB glycohydrolase enzymatic assay, plate reader; inhibition, % at 9.99 µM; actives 0.24% (n = 350,000); AID 652162; in the data active = inhibition above about 10%
CCHFV vOTU inh: CCHFV vOTU protease inhibition. actives 0.55% (n = 370,000). AID 651958. inhibition, % at 11.5 µM. Pep-AMC fluorescence; in the data active = inhibition above about 30%; also: 0% = vehicle wells with enzyme and 100% = no enzyme wells
VHR inh abs: DUSP3 (human) phosphatase inhibition. P51452. recombinant VHR phosphatase, pNPP absorbance. inhibition, % at 13.3 µM. actives 0.52% (n = 290,000). AID 1654; in the data active = inhibition above about 50%; also: some compounds called inactive have numbers as strong as hits
Target sequence (P51452 whole entry, looked up): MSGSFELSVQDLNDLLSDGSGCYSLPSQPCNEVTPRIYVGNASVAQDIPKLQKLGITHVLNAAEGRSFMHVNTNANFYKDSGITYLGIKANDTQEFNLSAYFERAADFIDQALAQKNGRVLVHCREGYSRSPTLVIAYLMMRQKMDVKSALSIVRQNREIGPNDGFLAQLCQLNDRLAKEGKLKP
Yp Topo-I inh: inhibitors of Yersinia pestis topoisomerase I; Y. pestis Topo-I cleavage product accumulation, plate reader; activity, % at 10 µM; actives 0.064% (n = 360,000); in the data active = activity above about 50%, passing the limit was not always enough; inconclusive = no clear call, values can overlap the other calls; also: inactives centre near 2
BoNT A protease: inhibitors of Botulinum neurotoxin A light chain protease | actives 0.17% (n = 360,000) | inhibition, % at 10 µM | multiplex microsphere protease substrate cleavage, flow cytometry; also: plate controls were buffer without enzyme for full effect and enzyme alone for no effect
Anthrax LF prot: blocks Bacillus anthracis lethal factor protease; P15917; AID 588501; actives 0.12% (n = 360,000); multiplex microsphere protease cleavage assay, LF; inhibition, % at 10 µM; also: plate controls were buffer without enzyme for full effect and enzyme alone for no effect
Target sequence (P15917 whole entry, looked up): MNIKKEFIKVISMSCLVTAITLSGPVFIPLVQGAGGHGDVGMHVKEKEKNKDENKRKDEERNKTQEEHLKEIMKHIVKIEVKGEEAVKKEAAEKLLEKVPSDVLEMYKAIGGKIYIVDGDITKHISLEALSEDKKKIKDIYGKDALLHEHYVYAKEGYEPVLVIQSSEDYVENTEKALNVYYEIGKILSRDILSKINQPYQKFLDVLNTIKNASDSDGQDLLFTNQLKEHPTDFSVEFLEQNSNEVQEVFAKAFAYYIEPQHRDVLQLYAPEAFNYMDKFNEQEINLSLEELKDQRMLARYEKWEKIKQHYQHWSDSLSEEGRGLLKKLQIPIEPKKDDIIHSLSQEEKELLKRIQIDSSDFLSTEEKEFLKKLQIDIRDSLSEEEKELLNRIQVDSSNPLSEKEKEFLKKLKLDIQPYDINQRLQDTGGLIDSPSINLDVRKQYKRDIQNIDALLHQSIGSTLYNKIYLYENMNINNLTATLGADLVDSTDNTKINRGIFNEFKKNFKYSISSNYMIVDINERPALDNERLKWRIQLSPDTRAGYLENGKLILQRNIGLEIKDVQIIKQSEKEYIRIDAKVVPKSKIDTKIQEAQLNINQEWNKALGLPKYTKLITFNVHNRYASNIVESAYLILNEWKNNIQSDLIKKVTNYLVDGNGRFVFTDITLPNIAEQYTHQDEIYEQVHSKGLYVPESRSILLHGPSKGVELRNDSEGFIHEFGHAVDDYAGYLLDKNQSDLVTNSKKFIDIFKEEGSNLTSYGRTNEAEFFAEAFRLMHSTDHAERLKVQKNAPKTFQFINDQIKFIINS
An asterisk follows results filed as active; i = inactive; ? = inconclusive; . = no result given. Rule as the data show it, unless noted: active = inhibition above about 30%; inconclusive = no clear call, values can overlap the other calls; inactive = below that. Some of the compounds tested; the hit share may differ from the screen's.

Structure,3CLpro inhibitor,PfHsp40 yeast,PriA SSB inh,BH1578 lux ind,TcdB GH inh,CCHFV vOTU inh,VHR inh abs,Yp Topo-I inh,BoNT A protease,Anthrax LF prot
Cc1ccc2oc(C(=O)NC3CCS(=O)(=O)C3)cc(=O)c2c1 (stereo not given),-3,-0.9,8,-0.4,0.4,-14,40,-6,1.2,-2
CCOC(=O)Cc1nnc(Nc2cccc(O)c2)c2ccccc12,4,-0.2,3,i,.,1,16,-13,-0.5,-1
CSc1ccc(/C=C/C(=O)NC(=O)c2ccccc2O)cc1,0,0.4,-6,-0.2,0.8,15,7,2,-0.7,-4
Cc1ccc2c(c1)C(c1ccc(F)cc1)N(C(=O)c1cc3ccccc3oc1=O)CC(=O)N2 (stereo not given),-2,0.4,-16,-0.3,0.9,-2,8,10,-0.2,-4
Cc1nc2oc3c(NCc4ccccc4)ncnc3c2c2c1COC(C)(C)C2,1,2.2,-4,-0.3,.,-1,16,23,-2.9,-10
CCc1ccc(NC(=O)/C(C#N)=C/c2ccncc2)cc1,-2,-0.2,-12,-7.7,0.8,1,18,-18,-0.7,0
COc1ccc(N(CC(=O)NCCSc2ccccc2)S(=O)(=O)c2ccccc2)cc1OC,-1,0.1,-14,i,0.3,1,9,15,-0.4,0
CCCNc1oc(-c2cccc3ccccc23)nc1C#N,-2,-0.8,-8,i,.,-75,21,-8,0.2,-4
COC(=O)c1cc2c(ccn2-c2ccc(F)cc2)n1Cc1ccc(OC)cc1,7,1.5,1,i,.,10,-1,2,-1.4,-3
Cc1ccc2ncnc(NCCC(=O)O)c2c1,0,-0.5,-3,1.7,.,1,1,8,4.1,-1
O=S(=O)(Oc1ccccc1/C=N/n1cnnc1)c1ccccc1,-3,0.8,.,-0.2,20*,-7,15,-1,0.3,1
Cc1ccc(-c2nc(NC(=O)CSc3nnnn3-c3ccccc3)ns2)cc1,-1,3.1,-14,-1.7,.,1,21,35,-0.5,1
CC(C(=O)NCCc1ccc(F)cc1)N1CCN(Cc2ccccc2)CC1 (stereo not given),-2,-0.2,3,-0.1,-0.3,13,-21,-11,0.6,1
C/C(=C\C(=O)OCC(=O)NCc1ccccc1)C(=O)OCC(=O)NCc1ccccc1,6,-0.8,3,-1.6,.,-3,10,-4,-0.2,2
O=C(COC(=O)c1ccc(O)cc1)Nc1ccc(OC(F)F)cc1,3,0.2,-3,-4.2,1.8,6,11,-6,-1.0,-3
COc1cc(NC(=S)N2CCN(c3ccccn3)CC2)c(OC)cc1Cl,2,1.3,-4,-0.3,.,3,-7,1,0.7,-1
COc1ccc(OCc2nnc(SCC(N)=O)n2N)cc1,5,0.3,-12,i,.,-8,10,-1,0.3,6
O=C(CN1C(=O)NC2(CCOc3ccccc32)C1=O)c1ccc[nH]1 (stereo not given),.,-0.9,-9,-1.8,1.5,0,.,-8,-1.6,-2
Cc1ccc(NC(=O)C(=O)NCCc2c[nH]c3ccccc23)cc1C,0,0.6,11,-0.6,0.3,-12,-7,6,-0.1,-12
O=[N+]([O-])c1ccc(Oc2ccc(C(F)(F)F)cn2)cc1,-2,-1.4,-2,-0.3,0.5,-2,-3,4,-0.5,-1
Nc1ccc(-c2cnc(-c3ccc(N)cc3)nc2)cc1,-4,0.2,-10,i,.,20,21,-7,-1.1,-2
CCCN(CC1CC1)CC(O)c1ccccc1 (stereo not given),0,-0.1,-8,i,0.0,-18,-1,1,-1.6,10
O=C(O)CC(c1ccccc1)N1C(=O)c2ccccc2C1=O (stereo not given),.,1.3,-5,-0.5,0.6,-2,.,6,0.9,-6
COc1ccc(Cc2n[nH]c(=S)n2-c2ccc3c(c2)OCCO3)cc1,5,-1.5,0,i,-7.0,-4,21,3,-0.2,0
COc1ccc(Nc2cc3n(c(=O)n2)CCc2cc(OC)c(OC)cc2-3)cc1,-7,-0.7,-28,-1.1,0.9,3,10,1,2.1,-1
O=C1c2cccc3cccc(c23)C(=O)C1(O)O,.,12,5,-0.4,-4.4,6,.,-5,-1.9,-8
COC(=O)CN1C(=O)CC(C)(C)Sc2ccccc21,0,-1.1,3,3.0,0.0,0,0,2,0.0,6
CC(C)(C)OC(=O)[C@H](Cc1ccccc1)NC(=O)c1nc[nH]c1C(=O)NC1CCNCC1,.,1.0,5,-0.6,-0.4,-6,.,-13,0.2,-9
CC(=O)Oc1ccc(C(=O)NCCc2ccccc2)cc1,-2,-0.6,7,i,1.0,-9,5,18,0.1,-5
CN(C(=S)Oc1ccc(C(=O)Nc2ccccc2)cc1)c1ccccc1,1,17,-9,i,.,13,7,2,0.0,-3
COc1cc(C(=O)NC(=S)Nc2ccc3oc(=O)ccc3c2)cc(OC)c1OC,-6,1.5,-25,i,.,1,28,2,-0.1,-2
N=c1c(S(=O)(=O)c2ccccc2)cc2c(=O)n3ccccc3nc2n1Cc1cccnc1,.,0.5,-13,-0.7,2.1,-9,.,-3,-0.5,-1
Cc1ccnc(NC(=O)C2CCCN(S(=O)(=O)c3cnc[nH]3)C2)c1 (stereo not given),1,-0.3,-10,-0.2,1.4,-1,43,1,-0.1,-4
CCCC1(C2CCCC2)NC(=O)NC1=O (stereo not given),.,-0.1,-9,i,-3.7,6,.,7,0.2,-2
CC(NC(=O)COC(=O)CCc1ccc(S(=O)(=O)N2CCOCC2)cc1)C1CC2CCC1C2 (stereo not given),0,-1.5,-13,-0.4,.,-6,-4,-7,0.4,2
Cc1cc(Nc2ccc(F)cc2Cl)n2nc(C)nc2n1,-3,-0.6,-6,-0.5,2.1,-6,17,12,-1.2,-4
Cc1cc(C)n(-c2ccc(C(=O)OCC(=O)Nc3ccc(S(=O)(=O)N4CCOCC4)cc3)cc2)n1,0,1.1,-7,i,.,-15,21,5,0.0,-4
O=C(Nc1ccc(N2CCOCC2)c(S(=O)(=O)Nc2ccccc2Cl)c1)c1ccc(=O)[nH]n1,.,-0.2,6,1.1,0.2,-2,.,4,0.5,0
CN(C(N)=S)c1ccccc1,-2,-1.7,-9,i,.,8,24,1,-0.1,-3
COc1ccc(C(C(=O)NC(C)(C)C)N(C(=O)CCC(=O)Nc2cc(C)on2)c2cccc(F)c2)cc1 (stereo not given),1,-1.4,-16,-0.3,-0.8,2,20,14,0.0,1
COc1ccc(NC(=O)/C(C#N)=C/c2cccnc2)c(OC)c1,0,0.5,-10,1.3,2.3,-2,14,2,-1.1,-5
COc1cccc2cc(-c3cc(=O)oc4ccc(O)cc34)oc12,2,-1.1,-6,i,0.0,4,9,-7,-0.3,4
Cc1cc(C)nc(Nc2n[nH]c(-c3ccccc3N)n2)n1,3,-1.2,0,-1.0,-0.7,-46,19,1,-1.7,3
CC[C@@]1(C(=O)OC)N[C@H](CN(C)C(=O)Nc2ccc(OC)cc2)[C@@H]2C(=O)N(Cc3ccccc3)C(=O)[C@@H]21,.,-0.1,-7,i,0.4,2,.,14,-0.7,5
CC(CC(=O)Nc1ccc2c(c1)c(=O)n(C)n2-c1ccc2ccccc2c1)C(F)(F)F (stereo not given),.,.,.,i,0.0,5,.,7,0.2,1
NC(=O)c1ccc(Oc2ncc(C(F)(F)F)cc2Cl)cc1,-2,-0.6,-26,-0.9,0.9,-5,13,-12,-0.6,0
COc1ccc(-n2c(C)ccc2-c2ccccc2)cn1,-4,0.3,4,i,-0.4,12,6,12,-1.0,-11
O=C(CSC(=S)N1CCN(c2ccccc2)CC1)Nc1nc(-c2ccccc2)c(-c2ccccc2)o1,-3,-0.3,8,-0.3,0.5,5,-32,4,-0.1,1
COCc1cc(=O)[nH]c(-c2csc(C)n2)n1,5,1.3,-16,0.6,-0.1,-4,-1,3,?,4
Cc1ccc(N(C(=O)c2csnn2)C(C(=O)NC2CCCC2)c2ccncc2)c(C)c1 (stereo not given),1,0.7,-18,i,-1.1,-6,7,-4,-2.2,-1
O=C(O)Cn1cc(C(=O)c2ccccc2)c2ccccc21,-6,-1.8,-5,-1.8,.,0,11,-5,9.0,2
CC(C)CCc1noc(CN2CCN(CC(=O)NC(C)C)CC2)n1,0,-2.0,-3,-0.6,-1.3,3,19,-5,0.1,-7
C/C(=C\C(=O)c1c(O)cc(C)oc1=O)N(C)C,2,-1.4,-7,-0.2,-0.5,-17,16,0,-1.4,0
Cc1c(C(=O)N2CCN(Cc3nccn3C)CC2)oc2c(F)cccc12,.,.,.,-0.8,-0.3,2,.,4,0.3,2
Cc1ccccc1Cn1cnc2ccccc21,-7,1.9,3,6.1,0.4,-8,22,6,-1.4,1
CCOC(=O)N1CCN(CCC(=O)Nc2cc(OC)ccc2OC)CC1,7,0.2,9,-1.3,2.7,-8,14,-14,0.3,-3
COc1ccc(C)cc1N(C(=O)CNC(=O)c1ccco1)C(C(=O)NCC1CCCO1)c1ccccc1 (stereo not given),-3,0.0,-15,-0.3,-1.5,7,2,1,1.3,0
COc1ccc(F)c(-c2nc(CN3CCN(C(=O)c4ccco4)CC3)c(C)o2)c1,-4,-1.2,5,-0.2,1.7,-3,2,-8,0.5,4
CC1=C[C@H]2OC(=O)[C@@H](C)[C@H]2C[C@@H]2[C@H]1C[C@@H](O)[C@@]2(C)O,.,39*,-6,0.6,0.6,6,-4,2,0.6,-6
O=C(C1CCN(S(=O)(=O)c2ccc(Br)s2)CC1)N1CCc2ccccc21,-4,0.4,-25,0.3,.,.,12,4,0.0,-5

Quoted at random: two compounds from above.
Structure,3CLpro inhibitor,PfHsp40 yeast,PriA SSB inh,BH1578 lux ind,TcdB GH inh,CCHFV vOTU inh,VHR inh abs,Yp Topo-I inh,BoNT A protease,Anthrax LF prot
CC(=O)Oc1ccc(C(=O)NCCc2ccccc2)cc1,-2,-0.6,7,i,1.0,-9,5,18,0.1,-5
O=C(O)Cn1cc(C(=O)c2ccccc2)c2ccccc21,-6,-1.8,-5,-1.8,.,0,11,-5,9.0,2

Additional results follow:
Structure,3CLpro inhibitor,PfHsp40 yeast,PriA SSB inh,BH1578 lux ind,TcdB GH inh,CCHFV vOTU inh,VHR inh abs,Yp Topo-I inh,BoNT A protease,Anthrax LF prot
O=C(CC12CC3CC(CC(C3)C1)C2)NC(Cc1ccccc1)C(=O)O (stereo not given),1,1.1,-2,i,0.0,8,34,13,0.3,-8
CCCCCCn1c(N2CCC(C)CC2)nc2c1c(=O)[nH]c(=O)n2C,-1,-0.2,-21,i,.,2,25,-5,0.0,-1
CN(C(=O)CC1C(=O)NCCN1CC1CCCCC1)C1CCOCC1 (stereo not given),7,-0.8,-1,-5.6,1.2,-12,4,7,-1.1,-4
Cc1ccc(-c2noc(CCCOc3ccc(Cl)cc3Cl)n2)cc1,-2,-0.9,-23,.,.,10,-7,16,1.9,-4
O=C(c1ccc(Cl)cc1)N(c1ccccn1)C1CCCCC1,1,-0.2,-22,-0.3,1.4,-3,25,7,-0.3,-4
CCOc1ccc(CNc2ccc3c(c2)ncn3C(C)(C)C)cc1,-6,1.0,-10,i,-1.0,18,10,10,1.0,-7
COc1ccc(N2C(=O)CC(Sc3nc4ccccc4s3)C2=O)cc1OC (stereo not given),4,0.9,-3,-0.3,0.3,-2,11,17,0.5,-1
COC(=O)C1=C(C)NC2=C(C(=O)CC(C)(C)C2)C1c1ccccn1 (stereo not given),-1,-0.4,-1,3.3,-1.3,-46,4,-5,0.1,-4
C=C1CCN(CC(=O)OC)S(=O)(=O)c2ccccc21,.,-1.2,8,i,0.0,-6,18,-6,-0.1,8
O=c1c2ccccc2c(-c2ccccc2)nn1-c1cc(Cl)cc(Cl)c1,2,.,1,-0.2,1.2,-10,-3,0,.,.

Screening results (PubChem BioAssay)
